Bioassay records from PubChem BioAssay.
Mcl1 Noxa PPI: Mcl-1/Noxa binding inhibitors, primary screen, biochemical, TR-FRET, 1536-well. Induced myeloid leukemia cell differentiation protein Mcl-1 (Homo sapiens), Q07820. TR-FRET Mcl-1/Noxa peptide binding, 2 h. inhibition, % at 21.7 µM. 1.5% of 220,000 active;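 active = compounds that cut the protein-peptide binding signal by more than 50% relative to plate controls in a single-dose test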;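 also: His-tagged Mcl-1 with rhodamine Noxa BH3 peptide and terbium anti-His antibody; 0% = Mcl-1 plus Noxa peptide wells and 100% = peptide-only wells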
Target sequence (Q07820 whole entry, looked up): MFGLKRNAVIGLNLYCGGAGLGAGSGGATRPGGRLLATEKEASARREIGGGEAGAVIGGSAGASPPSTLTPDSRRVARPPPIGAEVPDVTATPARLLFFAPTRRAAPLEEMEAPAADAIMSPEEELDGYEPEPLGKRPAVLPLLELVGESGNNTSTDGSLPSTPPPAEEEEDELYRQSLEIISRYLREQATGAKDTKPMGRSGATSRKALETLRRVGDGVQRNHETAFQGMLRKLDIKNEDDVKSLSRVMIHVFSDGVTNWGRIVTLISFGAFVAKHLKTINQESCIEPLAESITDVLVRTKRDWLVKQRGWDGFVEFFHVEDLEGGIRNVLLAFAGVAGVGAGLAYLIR
Pf gamet viab: late stage P. falciparum gametocyte viability inhibitors, primary screen, ATP luminescence, HTS; AID 743093, 2013; P. falciparum stage V gametocytes, 24 h; inhibition, % at 10.9 µM; 0.065% of 150,000 active;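 active = inhibition above the mean plus 3 SD of compounds within the control limits, set per campaign, cut at about 38% in these data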;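 also: 0% = DMSO wells and 100% = medium only without gametocytes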
Avidin fluor: green autofluorescence of compounds with avidin beads – biophysical, 488/530 nm, flow cytometry, artefact control, profiling panel; 0.38% of 220,000 active; fluorescence (KMESF) at 10 µM; compound fluorescence 488/530 nm; active compounds read high; in the data active = fluorescence above about 47; also: inactives centre near 10
Active calls of the source: *. This is a subset (hit frequency here may not be typical).

What do the screens show for `O=c1[nH]c(=O)n(Cc2ccccc2)c(O)c1/C=N/Nc1c(F)c(F)c(F)c(F)c1F`?
Mcl1 Noxa PPI: 10; Pf gamet viab: -1; Avidin fluor: 7

Results for CN(C)c1ccc(/C=C2\C(=O)NC(=O)N(Cc3ccc(F)cc3)C2=O)cc1 ?
Mcl1 Noxa PPI: 23; Pf gamet viab: 6; Avidin fluor: 7

How did CCC1(C(=O)c2ccc(C)cc2)C2c3ccccc3OC(=O)C21C(=O)O (stereo unspecified) do in these assays?
Mcl1 Noxa PPI: 0; Pf gamet viab: -4; Avidin fluor: 8

How did CCOc1cccc(=NC2CCCCC2)c2c(C)n(C)c(C)c12 do in these assays?
Mcl1 Noxa PPI: -11; Pf gamet viab: -11; Avidin fluor: 3

Results for Cc1ccc(-c2nn(Cc3ccccc3)cc2C(=O)O)cc1 ?
Mcl1 Noxa PPI: 8; Pf gamet viab: -5; Avidin fluor: 17

Results for COC(=O)C1=Nc2ccccc2/C1=C\c1c(O)n(C)c(=O)n(C)c1=O ?
Mcl1 Noxa PPI: -1; Pf gamet viab: -20; Avidin fluor: 22

What do the screens show for `CCC(=NCCCN1CCOCC1)c1c(O)n(-c2ccccc2C)c(=O)[nH]c1=O`?
Mcl1 Noxa PPI: 40; Pf gamet viab: 0; Avidin fluor: 7

Results for O=C1OC(c2ccc([N+](=O)[O-])cc2)=N/C1=C/N1CC2CC(C1)c1cccc(=O)n1C2 (stereo unspecified) ?
Mcl1 Noxa PPI: -6; Pf gamet viab: 0; Avidin fluor: 9

Results for CSc1ncc(CN2CCCC(C(=O)c3ccccc3SC)C2)cn1 (stereo unspecified) ?
Mcl1 Noxa PPI: 0; Pf gamet viab: -19; Avidin fluor: 6

How did N#Cc1c(N2CCNCC2)nc(-c2ccco2)c2c1CCCC2 do in these assays?
Mcl1 Noxa PPI: 9; Pf gamet viab: 0; Avidin fluor: 8

How did O=C(Nc1ccccc1)c1c(O)c2c(n(Cc3ccco3)c1=O)CCCC2 do in these assays?
Mcl1 Noxa PPI: -14; Pf gamet viab: 2; Avidin fluor: 6

What do the screens show for `O=c1[nH]c(=S)[nH]c(O)c1N=Nc1ccc2c(c1)OCCO2`?
Mcl1 Noxa PPI: 15; Pf gamet viab: 1; Avidin fluor: 18

How did CCCCn1c(N)c(C(=O)OCCOC)c2nc3ccccc3nc21 do in these assays?
Mcl1 Noxa PPI: -17; Pf gamet viab: 2; Avidin fluor: 5

How did COc1cccc(N2C(=O)NC(=O)/C(=C/c3ccc([N+](=O)[O-])s3)C2=O)c1 do in these assays?
Mcl1 Noxa PPI: 61*; Pf gamet viab: -2; Avidin fluor: 6

What do the screens show for `O=C(c1ccccc1)C1NC1c1ccccc1` (stereo unspecified)?
Mcl1 Noxa PPI: 4; Pf gamet viab: 1; Avidin fluor: 6

How did CN1CCN(c2nc3ccccc3o2)CC1 do in these assays?
Mcl1 Noxa PPI: 9; Pf gamet viab: 0; Avidin fluor: 8

Results for CC(=NCCc1ccccc1)c1c(O)n(C)c(=O)n(C)c1=O ?
Mcl1 Noxa PPI: -3; Pf gamet viab: 8; Avidin fluor: 5

What do the screens show for `O=C(NCCN1CCOCC1)c1ccc(Cl)nc1`?
Mcl1 Noxa PPI: -9; Pf gamet viab: 6; Avidin fluor: 11

Results for O=C1C2CCN(CC2)C12CC2c1ccc(C(F)(F)F)cc1 (stereo unspecified) ?
Mcl1 Noxa PPI: 11; Pf gamet viab: 19; Avidin fluor: 3

How did CCC1(C)CC(CCNCc2ccc(N(C)C)cc2)(c2ccc(F)cc2)CCO1 (stereo unspecified) do in these assays?
Mcl1 Noxa PPI: -14; Pf gamet viab: -36; Avidin fluor: 6

What do the screens show for `COCCCNC(=O)c1c(N)n(Cc2ccco2)c2nc3ccccc3nc12`?
Mcl1 Noxa PPI: 55*; Pf gamet viab: -4; Avidin fluor: 4

How did O=c1[nH]c(=S)n(C2CC2)c(O)c1C=NCc1ccc(F)cc1 do in these assays?
Mcl1 Noxa PPI: -1; Pf gamet viab: 1; Avidin fluor: 8

What do the screens show for `CCCCn1c(O)c(C=NCc2ccc3c(c2)OCO3)c(=O)[nH]c1=O`?
Mcl1 Noxa PPI: 16; Pf gamet viab: 0; Avidin fluor: 9

How did CC(C)CCNC(=O)CN1C(=O)CN=C(c2ccccc2)c2ccccc21 do in these assays?
Mcl1 Noxa PPI: 3; Pf gamet viab: -20; Avidin fluor: 10

How did COc1ccc(-n2c(O)c(C=NCc3ccc4c(c3)OCO4)c(=O)[nH]c2=O)cc1 do in these assays?
Mcl1 Noxa PPI: -4; Pf gamet viab: -9; Avidin fluor: 7

How did O=C(Cc1ccccc1)NC(Cc1ccc(Cl)cc1)C(=O)O (stereo unspecified) do in these assays?
Mcl1 Noxa PPI: 27; Pf gamet viab: -3; Avidin fluor: 7

What do the screens show for `Fc1ccc(Cn2nnnc2CN2CCC(n3nnc4cc(C(F)(F)F)ccc43)CC2)cc1`?
Mcl1 Noxa PPI: 14; Pf gamet viab: 15; Avidin fluor: 7

What do the screens show for `COc1ccc(-n2c(O)c(C(C)=NCCc3c[nH]c4ccccc34)c(=O)[nH]c2=O)cc1`?
Mcl1 Noxa PPI: 14; Pf gamet viab: -3; Avidin fluor: 5

How did C1CCC2S[C@H]3CCCCC3NC2C1 (stereo partly specified) do in these assays?
Mcl1 Noxa PPI: -1; Pf gamet viab: -7; Avidin fluor: 8

What do the screens show for `CCC(=NC(C)c1ccccc1)c1c(O)[nH]c(=O)[nH]c1=O` (stereo unspecified)?
Mcl1 Noxa PPI: -9; Pf gamet viab: 9; Avidin fluor: 7

What do the screens show for `O=CC(Br)P(=O)(N1CCOCC1)N1CCOCC1` (stereo unspecified)?
Mcl1 Noxa PPI: -12; Pf gamet viab: -21; Avidin fluor: 7

Results for O=c1c2ccccc2nc(-c2ccco2)n1-c1ccc(Br)cc1 ?
Mcl1 Noxa PPI: 10; Pf gamet viab: 0; Avidin fluor: 8

How did Clc1cc(Cl)cc(NC2=NCCS2)c1 do in these assays?
Mcl1 Noxa PPI: 16; Pf gamet viab: -12; Avidin fluor: -3

Results for COc1ccc(CCn2c(O)c(C=Nc3ccc(NC(C)=O)cc3)c(=O)[nH]c2=O)cc1OC ?
Mcl1 Noxa PPI: 0; Pf gamet viab: -4; Avidin fluor: 7

What do the screens show for `C=CCn1c(O)c(C(C)=Nc2ccc3c(c2)CCC3)c(=O)[nH]c1=O`?
Mcl1 Noxa PPI: -7; Pf gamet viab: 7; Avidin fluor: 7

How did CC(C)CCn1c(=O)c(C(=O)NCc2ccco2)c(O)c2ccccc21 do in these assays?
Mcl1 Noxa PPI: -16; Pf gamet viab: 10; Avidin fluor: 7

Results for CC(C)c1ccc(-n2c(O)c(C=NC(CCS(C)=O)C(=O)O)c(=O)[nH]c2=S)cc1 (stereo unspecified) ?
Mcl1 Noxa PPI: 0; Pf gamet viab: -7; Avidin fluor: 9

What do the screens show for `CCn1c(O)c(/C=N/NC(=O)c2ccccc2)c(=O)[nH]c1=S`?
Mcl1 Noxa PPI: -63; Pf gamet viab: -10; Avidin fluor: 7

What do the screens show for `CCn1c(O)c(N=Nc2ccc(S(=O)(=O)N3CCOCC3)cc2)c(=O)n(CC)c1=S`?
Mcl1 Noxa PPI: 15; Pf gamet viab: 9; Avidin fluor: 7

Results for CC(=O)c1c(C)n(Cc2ccccc2)c2ccc(O)cc12 ?
Mcl1 Noxa PPI: 13; Pf gamet viab: 17; Avidin fluor: 4

How did Cc1ccc(-n2c(O)c(/C=N/N3CCCCCC3)c(=O)[nH]c2=O)cc1C do in these assays?
Mcl1 Noxa PPI: -10; Pf gamet viab: 17; Avidin fluor: 6
